Source: PubChem BioAssay
LYP act: LYP phosphatase activators, primary screen, biochemical, DiFMUP fluorescence, 2 µM; Tyrosine-protein phosphatase non-receptor type 22 (Homo sapiens), Q9Y2R2; recombinant LYP; 0 = plate median, 100 = signal doubled; activation, % at 2 µM; hit rate 0.11% among 96,000; AID 697, 2007;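 active means activation at 2 µM above a set limit, the mean plus 5 SD, cut at about 37% in these data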
Fibroblast inh: antiproliferative effect on LL 47 fibroblasts – human, LL 47 cells, CellTiter-Glo luminescence, primary screen. LL 47 human lung fibroblast viability, ATP luminescence; stronger effect = lower value. viability, % at 10 µM. hit rate 1.1% among 85,000. AID 719, 2007;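 active means viability at or below 50% in the single dose screen; inactive means viability above 50%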;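 further: compound exposure lasted 72 h before the ATP readout; 100% = median luminescence of untreated cell-only wells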
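Material: human LL 47 lung fibroblast cells; quantity: 1,150 cells/well; medium: IMEM plus 15% FBS; doses: 0.1% DMSO in all compound wells; timing: overnight attachment after seeding, then 72 h compound exposure at 37 °C; detection: CellTiter-Glo luminescence; measure: % viability of median cell-only signal; controls: cell-only wells, no compound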
S1P2 blocker: human S1P2 receptor antagonists, primary screen, cell-based | cell-based S1P2 antagonist assay, inhibition at 5 uM | AID 736, 2007 | inhibition, % at 5 µM | hit rate 0.21% among 97,000 | Sphingosine 1-phosphate receptor 2 (Homo sapiens), O95136; in the data active means inhibition above about 45%;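 further: CRE beta-lactamase reporter cells expressing human S1P2 stimulated with S1P; 0% = agonist at EC80 alone and 100% = agonist plus reference antagonist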
Target sequence (O95136 whole entry, looked up): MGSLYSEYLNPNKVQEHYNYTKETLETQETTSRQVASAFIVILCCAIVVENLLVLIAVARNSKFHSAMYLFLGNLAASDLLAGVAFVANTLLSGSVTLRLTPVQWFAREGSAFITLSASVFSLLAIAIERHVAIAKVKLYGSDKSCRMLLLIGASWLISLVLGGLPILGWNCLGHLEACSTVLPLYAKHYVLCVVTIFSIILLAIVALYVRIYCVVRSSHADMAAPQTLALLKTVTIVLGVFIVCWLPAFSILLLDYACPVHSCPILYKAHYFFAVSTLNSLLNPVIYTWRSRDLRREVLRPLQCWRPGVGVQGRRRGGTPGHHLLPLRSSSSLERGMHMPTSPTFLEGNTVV
HUVEC inhibit: inhibitors of HUVEC proliferation, primary screen, cell-based, 384-well | CellTiter-Glo luminescence, 72 h; stronger effect = lower value | hit rate 1.1% among 86,000 | viability, % at 10 µM (by protocol) | AID 648, 2007;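 active means viability at or below 30%; inactive means viability above 30%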;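 further: 100% = median luminescence of DMSO-only cell control wells on each plate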
sEH inhibitor: soluble epoxide hydrolase inhibitors, primary screen, biochemical, human sEH | Bifunctional epoxide hydrolase 2 (Homo sapiens), P34913 | inhibition, % at 2 µM | AID 707, 2007 | recombinant human sEH enzymatic activity assay | hit rate 0.34% among 91,000; in the data active means inhibition above about 80%; further: values of inactives mirror those of a sister screen read the other way; many of its hits are not listed in these tables
Target sequence (P34913 whole entry, looked up): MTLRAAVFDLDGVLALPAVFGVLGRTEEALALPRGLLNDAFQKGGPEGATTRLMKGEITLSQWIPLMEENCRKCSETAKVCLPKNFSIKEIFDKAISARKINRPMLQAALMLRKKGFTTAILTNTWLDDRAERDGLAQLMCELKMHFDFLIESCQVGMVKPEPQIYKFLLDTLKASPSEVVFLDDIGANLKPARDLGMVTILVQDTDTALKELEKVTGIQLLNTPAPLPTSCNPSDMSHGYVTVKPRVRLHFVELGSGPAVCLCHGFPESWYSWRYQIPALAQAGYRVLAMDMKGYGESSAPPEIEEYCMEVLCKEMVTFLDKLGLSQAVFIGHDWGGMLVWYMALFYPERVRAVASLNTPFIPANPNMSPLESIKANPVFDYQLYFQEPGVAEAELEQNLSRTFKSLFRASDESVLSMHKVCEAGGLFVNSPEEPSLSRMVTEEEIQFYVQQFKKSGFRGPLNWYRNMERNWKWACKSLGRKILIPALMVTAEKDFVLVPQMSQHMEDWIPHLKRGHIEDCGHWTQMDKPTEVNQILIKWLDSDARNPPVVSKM
PostGolgi ctrl: growth inhibition of yeast control strain, primary screen, counter-screen for post-Golgi transport modulator project; efflux-deficient yeast background strain, growth absorbance A615, 16 h; inhibition, % at 10 µM; hit rate 5% among 98,000; in the data active means inhibition above about 30%
sEH activator: soluble epoxide hydrolase activators, primary screen, biochemical, human sEH. Bifunctional epoxide hydrolase 2 (Homo sapiens), P34913. purified human sEH enzymatic activity, activator screen. activation, % at 2 µM. hit rate 0.04% among 91,000. AID 717, 2007; in the data active means activation above about 37%; further: values of inactives mirror those of a sister screen read the other way
S1P2 ag: S1P2 receptor agonists, primary screen, cell-based | Sphingosine 1-phosphate receptor 2 (Homo sapiens), O95136 | S1P2-expressing cell line, agonist reporter read-out | activation, % at 4.5 µM | hit rate 0.46% among 97,000 | AID 729, 2007; in the data active means activation above about 16%;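 further: 0% = vehicle low control and 100% = maximal reference agonist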
H69AR inhibit: proliferation blockers of H69AR lung cancer cells, primary screen, cell-based, human, 86K library. H69AR lung tumor viability, ATP luminescence, 72 h; stronger effect = lower value. viability, % at 10 µM. hit rate 6% among 85,000;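 active means viability at or below 40%; inactive means viability above 40%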;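 further: multidrug resistant small cell line overexpressing MRP-1 efflux transporter; 100% = mean luminescence of untreated control wells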
* marks the source's active call; other numbers are inactive results; . = no result given.

SMILES	LYP act	Fibroblast inh	S1P2 blocker	HUVEC inhibit	sEH inhibitor	PostGolgi ctrl	sEH activator	S1P2 ag	H69AR inhibit
CC1=NC(=O)C(N=Nc2cccc(O)c2)N1c1ccccc1 (configuration not stated)	0	94	13	93	8	-12	-9	-3	68
Cc1c(Cl)cccc1Nc1nc(N)nc(CN2CCc3ccccc3C2)n1	9	87	-4	89	-6	12	7	-5	15*
CCOc1cc(C(=O)CSc2nnc(CNc3ccc(Cl)cc3)o2)ccc1NC(=O)CC	-2	64	47*	1.7*	-12	-4	11	10	0.2*
Cc1ccc(C(C(=O)NC2CCCCC2)N(CC2CCCO2)C(=O)CNC(=O)c2cccs2)cc1 (configuration not stated)	0	.	18	.	18	12	-19	-8	.
CCOc1ccc2nc(N3CCC(C(=O)Nc4nnc(CC)s4)CC3)sc2c1	.	111	.	90	.	9	.	.	91
O=C(CCCc1ccccc1)Nc1cccnc1	-13	109	-19	97	6	1	-5	0	110
COCCN(C(=O)C1CC1)c1nnc(-c2ccc(C)cc2)s1	-2	98	10	103	6	8	-4	6	88
O=C1c2ccccc2-c2onc3ccc(NCCCn4ccnc4)c1c23	4	59	-47	59	2	-4	-3	5	47
COc1ccc(NC(=O)CCCC(=O)OCC(F)(F)C(F)F)cc1	-7	102	7	101	.	.	.	-4	99
COc1cc2c(C(=O)NCCCN3CCN(c4cccc(Cl)c4)CC3)cn(C)c(=O)c2cc1OC	2	90	-41	80	3	18	-3	12	55
O=C1/C(=C/Nc2ccc3c(c2)OCO3)CCc2ccccc21	-3	70	27	48	8	10	-7	-5	61
CC(C)(C)Sc1ccc(N)nc1	31	92	5	90	-2	0	0	-5	89
Cc1ccc(-n2cccc2C(=S)N=P(N(C)C)(N(C)C)N(C)C)cc1	.	84	.	89	.	4	.	.	78
CCOC(=O)N1CCN(c2cc(C)c(C(C)=O)cc2F)CC1	8	106	-10	105	-8	19	6	-6	89
COc1cccc(NC(=O)CSc2nnc(CNC(=O)c3ccccc3)n2C)c1	3	89	3	83	6	21	0	-5	88
COCCn1c(C)cc(C(=O)CSc2ncn[nH]2)c1C	8	98	11	109	.	3	.	-4	103
COc1ccc2c(C)cc(SCc3c(C)noc3C)nc2c1	5	.	1	.	0	32*	4	0	.
Cc1cc(N)n2ncc(-c3ccc(Cl)cc3)c2n1	1	46*	-18	36	4	11	-5	-2	42
COc1ccc(-c2nc(=S)c3c(n2CCN2CCOCC2)CC(C)(C)OC3)cc1	.	93	.	92	.	20	.	.	87
CCC1=Nc2ccccc2NC2=C1C(=O)CCC2	-4	98	-19	95	-2	18	3	-5	107
O=C(NCC1CCCO1)C1CCC(CNS(=O)(=O)c2ccccc2)CC1 (configuration not stated)	-5	106	-9	98	19	0	-19	-1	98
COc1ccc2c(c1)C(NC(=O)C(F)(F)F)CC2=O (configuration not stated)	-1	.	11	.	-5	10	3	-1	.
CCSc1ccccc1C(=O)N1CCN(Cc2ccc3c(c2)OCO3)CC1	5	96	0	94	7	2	-7	-4	87
O=c1cc(-c2ccccc2)[nH]c2ccccc12	-9	57	1	53	-1	-2	0	-2	31*
Cc1nc2sc(C)c(C)c2c(=O)[nH]1	2	100	11	107	7	5	-7	-4	97
O=C(CSc1c[nH]c2ccccc12)NCc1ccc2c(c1)OCO2	1	95	11	79	.	13	.	-1	91
Cc1nc(N)nc(OCC(F)(F)C(F)F)c1Br	9	96	-26	79	4	-3	-1	-6	91
CNC(=S)NNC(=O)Cc1ccccc1	11	.	-2	.	-11	14	14	-2	.
CCCS(=O)(=O)c1c(S(=O)(=O)CCC)c2cnccn2c1C(=O)c1ccc(F)cc1	.	98	.	94	.	-5	.	.	96
O=C(NCCN1CCN(C(=O)c2cccs2)CC1)c1cccs1	-2	99	-8	88	-6	-7	9	-4	58
CCC(C)Oc1nc(C)cc(C)c1S(=O)(=O)c1ccccc1C (configuration not stated)	5	.	-15	.	6	16	-6	-6	.
COc1ccc(CNc2ccc(C(=O)O)cc2)cc1	4	97	19	99	1	4	-2	-6	102
COc1ccccc1-n1cnc2cc(NCc3ccco3)ccc21	0	54	-6	64	-1	-1	3	-2	23*
O=c1c2cc3c(cc2[nH]c(=S)n1Cc1ccco1)OCO3	0	95	0	92	-4	0	4	-8	77
CCn1c(COc2ccc(Cl)cc2)nnc1SCc1nc2ccccc2[nH]1	5	91	19	88	6	11	-7	-3	4.4*
COc1ccc(N2C(=O)CC(N3CCC(C(N)=O)CC3)C2=O)cc1 (configuration not stated)	10	101	8	103	9	5	-6	-6	101
COc1ccc(S(=O)(=O)NN=C2CCCC2)cc1	2	.	-5	.	-2	1	0	-9	.
CCC(C)(C)n1nnnc1C(c1cc2cc(C)ccc2[nH]c1=O)N1CCCc2ccccc21 (configuration not stated)	2	97	-10	106	6	-1	-4	-2	91
COC(=O)C1Cc2c([nH]c3ccccc23)CN1 (configuration not stated)	0	93	0	97	-13	-1	14	-2	108
COc1ccc2c(c1)C(C1=C(O)CC(C)(C)CC1=O)C1=C(CC(C)(C)CC1=O)O2 (configuration not stated)	5	99	-19	105	7	7	-7	-3	69
CC1(C)Nc2ccccc2N(CC(=O)N2CCCCC2)C1=O	-2	.	-37	.	-6	8	6	-3	.
Cc1ccc(NC(=O)/C(C#N)=C/c2cccs2)c(C)c1	-12	110	11	97	-3	3	2	-4	76
N#Cc1nc(-c2ccccc2F)oc1NCCc1ccccc1	2	107	11	114	-16	13	18	-2	105
COc1cc(C2=NOC(C(=O)N3CCCCCC3)C2)cc(OC)c1OC (configuration not stated)	2	93	15	84	-7	-11	8	-4	82
CON/C=C(\C=Nc1ccc(C(F)(F)F)cc1)c1ncc(C(F)(F)F)cc1Cl	2	.	10	.	11	4	-9	-3	.
c1ccc(COc2nsnc2N2CCOCC2)cc1	6	95	-27	91	.	2	.	-3	106
COc1cccc(Cn2nnc(C(=O)Nc3ccc(C)cc3)c2N)c1	4	101	9	93	-12	3	13	-7	95
COC(=O)c1oc2ccc(Br)cc2c1NC(=O)CCCN1C(=O)c2ccccc2C1=O	.	104	.	71	.	6	.	.	59
CC1(C)C2CCC1(C)C(OC(=O)CC(=O)O)C2 (configuration not stated)	-4	98	3	102	8	5	-7	-4	96
COC(=O)C1C(c2ccc(Cl)cc2)NC(c2ccc(Cl)cc2)C(C(=O)OC)S1(=O)=O (configuration not stated)	18	94	12	94	-15	18	15	-3	85

Entries of single compounds, looked up by structure. Screens in order: LYP act	Fibroblast inh	S1P2 blocker	HUVEC inhibit	sEH inhibitor	PostGolgi ctrl	sEH activator	S1P2 ag	H69AR inhibit
`c1ccc(COc2nsnc2N2CCOCC2)cc1` as listed: 6	95	-27	91	.	2	.	-3	106
`CC1(C)C2CCC1(C)C(OC(=O)CC(=O)O)C2` (configuration not stated) as listed: -4	98	3	102	8	5	-7	-4	96
`Cc1ccc(NC(=O)/C(C#N)=C/c2cccs2)c(C)c1` as listed: -12	110	11	97	-3	3	2	-4	76
`CC1(C)Nc2ccccc2N(CC(=O)N2CCCCC2)C1=O` as listed: -2	.	-37	.	-6	8	6	-3	.
`N#Cc1nc(-c2ccccc2F)oc1NCCc1ccccc1` as listed: 2	107	11	114	-16	13	18	-2	105

The listing continues.
SMILES	LYP act	Fibroblast inh	S1P2 blocker	HUVEC inhibit	sEH inhibitor	PostGolgi ctrl	sEH activator	S1P2 ag	H69AR inhibit
CCOC(=O)Cc1csc(NC(=O)NC2(C(F)(F)F)Oc3cc(Cl)c(Cl)cc3O2)n1	7	.	-9	.	-11	22	9	-3	.
Cc1cc(C)cc(NC(=O)CN(Cc2ccccc2)S(C)(=O)=O)c1	-2	95	-5	87	5	.	-5	-6	102
COc1cccc(C(=O)NCCN2CCOCC2)c1	-2	100	21	106	-17	7	17	-12	92
CC(C)CC(=O)N=C1SC2CS(=O)(=O)CC2N1CCc1ccccc1 (configuration not stated)	10	97	13	97	-8	5	10	-9	102
C=CCn1c(C)c(C(C)=O)c(N2CCN(c3ccccc3)CC2)nc1=S	25	102	4	109	11	3	-8	-14	94
O=C(N/C(=C/c1cccs1)c1nc2ccccc2[nH]1)c1ccccc1	2	.	-7	.	2	22	1	-3	.
CCCCc1nc2ccccc2c(NC(=O)CNC(C)(C)C)c1CCC	2	93	-9	89	-3	6	5	1	65
Cc1cccc(-c2nnc(SCC(=O)NCc3ccc4c(c3)OCO4)n2C)c1	1	97	6	95	-11	1	12	-6	94
COc1cccc(N2CC(O)=C(c3nc4ccccc4c(=O)[nH]3)C2=N)c1	-2	66	-18	62	5	11	-6	-2	29*
Cc1ccc(C(=O)NCC(C)(C)O)cc1	6	102	14	91	-8	0	3	0	106
Cc1ccccc1C(=O)N1CCC(C(=O)Nc2ccc(F)cc2)CC1	2	103	1	107	-1	0	0	-4	93
CCOC(=O)N1CCC(NC(=O)c2cc3c(C)nc4ccccc4c3o2)CC1	-6	103	-4	80	-16	-2	13	-1	57
O=c1c2[nH]c3ccc(F)cc3c2ncn1CCCN1CCOCC1	-6	100	10	92	13	7	-13	-6	83
Cc1ccc(C)c(NC(=O)CCn2nc(C)cc2C)c1	.	101	.	93	.	12	.	.	94
CNC(=O)c1ccc(-c2sc3nc(N4CCOCC4)c4c(c3c2N)CC(C)(C)OC4)o1	6	93	39	72	10	-2	-8	5	47
CCOc1ccccc1NC(=O)C1Cc2ccccc2CN1S(C)(=O)=O (configuration not stated)	14	.	-9	.	1	9	-2	-1	.
COc1cc(C(=O)N(CCCO)Cc2cc3ccc(C)c(C)c3[nH]c2=O)cc(OC)c1OC	2	102	6	98	1	2	-4	-6	93
CCn1c(SCc2nc(-c3ccccc3)no2)nc2ccccc21	-6	93	5	99	6	22	-7	-4	95
COc1ccc(C(=O)NC(=O)Nc2cc(C)ccn2)cc1	-4	86	-6	65	-8	-10	8	-2	40*
O=C(c1cn(-c2ccccc2)nc1-c1cccnc1)N1CCCCC1	0	106	-8	110	.	-2	.	-2	91
Cc1cccc(N2CCN(S(=O)(=O)c3cnc[nH]3)CC2)c1C	-10	98	11	97	-9	7	7	-2	91
Cc1no[n+]([O-])c1COc1ccccc1/C=C1\NC(=S)NC1=O	1	99	0	67	15	3	-12	-5	76
Cc1ccc(C(=O)Oc2oc(-c3ccco3)nc2C=Nc2ccc(Cl)cc2)cc1	-2	100	1	69	11	4	-9	-5	50
COc1ccc(CC(=O)N2CCc3ccccc32)cc1	2	98	4	99	9	.	-5	-4	92
O=C(c1ccc(S(=O)(=O)N2CCCCCC2)cc1)N1CCC(CN2C(=O)c3cccc4cccc(c34)C2=O)CC1	-21	.	42	.	.	28	.	-12	.
CC(=Nc1ccccc1)C1=C(O)CSC1=O	-3	111	1	97	7	-1	-5	0	103
CCN1CCN(Cc2nc3c(c(=O)n(C)c(=O)n3C)n2Cc2cccc3ccccc23)CC1	-1	88	-16	79	13	10	-10	-5	78
Cc1ccc(S(=O)(=O)N2C3C=CC(C3)C2C(=O)O)cc1 (configuration not stated)	8	93	27	100	10	-2	-8	-5	91
O=C1c2ccccc2C(=O)c2c1ccc1c(=O)n(C3CCCCC3)[nH]c21	-8	.	8	3.2*	-3	.	4	4	36*
CSc1cccc(NC(=O)CN(Cc2ccc(Cl)cc2)S(C)(=O)=O)c1	4	93	8	98	2	8	-6	-5	82

Not all compounds are listed; rates above refer to the full screens.
